Screening data deposited in PubChem BioAssay by National Center for Advancing Translational Sciences (NCATS).
EPAC1 agonist: activates human EPAC1 exchange factor; O95398; EPAC1 agonist qHTS, biochemical assay; response scale: 100% = response to 6.5 mM cAMP; Potency, µM (titrated, usually from 154 µM), for inactives: top-dose activation, actives largely listed as activators; 360,000 compounds, 0.073% hits; also: potency is read from the fitted curve at half-maximal effect; nearly all actives have a fitted effect of over 60% in size
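Nucleotide exchange assay: 100 nM EPAC1 with 250 nM Rap1B loaded with BODIPY-GDP and 50 uM GDP, room temperature. Fluorescence (480/540 nm) read every 5 min for 30 min; signal change normalized to 6.5 mM cAMP as full agonist.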
CCT modulator: modulators of cytosolic chaperonin (CCT/TRiC) activity | purified chaperonin ATPase assay, HTRF ADP detection, 30 min | activity change, % (no concentration beside the values), hits read low | 360,000 compounds, 0.3% hits | AID 651819; in the data active = activity change below about -30%; also: % is scaled to controls: 0 for no effect and ±100 for the full control effect
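Nucleotide hydrolysis assay: TRiC at 20–40 nM final (set by batch activity) with 10 uM ATP, 30 min at 37 °C, in presence of 76 uM compound. Detection by competitive ADP HTRF, 30 min ambient.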
IL-2 act: activates IL-2 in a cell-based reporter assay. IL-2 activation reporter assay, cell-based qHTS; stimulated with anti-CD3/CD4/CD28 beads; in transgenic mouse T cells. activation, % (series mostly up to about 46 µM). 360,000 compounds, 0.065% hits; in the data active = activation above about 50%; inconclusive = mostly about 30% to 49%; also: 0% is about no effect
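Unstimulated transgenic mouse T cells preincubated 60 min with compound, then stimulated with anti-CD3/anti-CD4-coated beads plus anti-CD28 for 18 h at 37 degrees C. IL-2 response read as EGFP and DsRed fluorescence by plate cytometry.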
PI5P4K alpha inh: blocks human PI5P4K alpha kinase activity; P48426; PI5P4Kalpha enzyme, ADP-Glo luminescence, 60 min; stronger effect = lower value; max response, %; 330,000 compounds, 1.2% hits; AID 652105; active = max response of -50% or lower; inconclusive = between -30% and -50%; inactive = -30% or higher; also: value at the top dose of about 77 µM; % is scaled to controls: 0 for no effect and ±100 for the full control effect
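Enzyme plus substrate dispensed, test compounds pinned in, then ATP (5 microM final) added. After 60 min at RT, ADP-Glo reagent 1 for 45 min and reagent 2 for 30 min preceded luminescence imaging.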
PLK1 PBD block: PLK1 (human) polo-box domain binding inhibition; Potency, µM, inactives show max response, negative = inhibition, most hits filed as inhibitors; AID 720504; Plk1 PBD binding of FITC phosphopeptide, fluorescence polarization; 360,000 compounds, 2.8% hits; also: potency is read from the fitted curve at half-maximal effect; series mostly up to about 57 µM; % is scaled to controls: 0 for no effect and ±100 for the full control effect; nearly all actives have a fitted effect of over 65% in size
EPAC2 ag: activates human EPAC2 exchange factor; 360,000 compounds, 0.079% hits; EPAC2 activation, biochemical qHTS; response scale: 100% = 6.5 mM cAMP response; Potency, µM (series often up to 154 µM), for the others: at the highest dose activation, usual class: activators; Q8WZA2; also: potency is read from the fitted curve at half-maximal effect; nearly all actives have a fitted effect of over 50% in size
Target sequence (Q8WZA2 whole entry, looked up): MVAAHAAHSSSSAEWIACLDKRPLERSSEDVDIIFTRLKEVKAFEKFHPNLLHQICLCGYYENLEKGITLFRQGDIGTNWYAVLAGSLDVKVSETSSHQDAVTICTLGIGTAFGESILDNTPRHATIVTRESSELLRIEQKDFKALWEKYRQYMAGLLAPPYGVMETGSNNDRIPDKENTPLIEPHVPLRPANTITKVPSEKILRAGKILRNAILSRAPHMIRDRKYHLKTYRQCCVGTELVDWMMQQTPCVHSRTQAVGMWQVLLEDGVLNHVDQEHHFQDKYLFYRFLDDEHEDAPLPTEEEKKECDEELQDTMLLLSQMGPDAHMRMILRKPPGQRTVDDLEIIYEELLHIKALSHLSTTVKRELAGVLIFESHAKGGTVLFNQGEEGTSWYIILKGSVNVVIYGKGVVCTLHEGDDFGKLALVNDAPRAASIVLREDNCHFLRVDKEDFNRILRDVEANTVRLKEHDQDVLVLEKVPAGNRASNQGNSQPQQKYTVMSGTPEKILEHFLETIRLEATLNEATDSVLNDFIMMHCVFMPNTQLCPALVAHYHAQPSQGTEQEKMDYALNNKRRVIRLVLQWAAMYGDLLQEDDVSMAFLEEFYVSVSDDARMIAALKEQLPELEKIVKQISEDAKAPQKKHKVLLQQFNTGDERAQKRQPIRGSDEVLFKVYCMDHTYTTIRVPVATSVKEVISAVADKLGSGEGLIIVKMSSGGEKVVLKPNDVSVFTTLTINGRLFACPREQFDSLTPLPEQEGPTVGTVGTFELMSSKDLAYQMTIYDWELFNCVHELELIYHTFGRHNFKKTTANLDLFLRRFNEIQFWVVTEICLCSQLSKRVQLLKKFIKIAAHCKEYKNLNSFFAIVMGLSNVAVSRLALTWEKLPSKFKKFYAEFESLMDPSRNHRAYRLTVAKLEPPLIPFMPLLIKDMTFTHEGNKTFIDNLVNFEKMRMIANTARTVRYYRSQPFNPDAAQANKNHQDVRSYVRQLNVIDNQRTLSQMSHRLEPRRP
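Each well held 100 nM EPAC2, 250 nM RAP1B-BODIPY-GDP and 50 uM GDP. Fluorescence, read at 5-min intervals to 30 min, was referenced to a 6.5 mM cAMP positive control.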
EPAC1 antag: blocks human EPAC1 exchange factor; AID 720709; O95398; Potency, µM (top dose mostly 115 µM), without a hit: top-dose activity change, negative = inhibition, usual class: inhibitors; EPAC1 GEF assay, Rap1b-BODIPY-GDP exchange fluorescence; 360,000 compounds, 0.14% hits;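 also: potency is read from the fitted curve at half-maximal effect; plate controls were vehicle for no effect and positive control for full effect; nearly all actives have a fitted effect of over 50% in size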
WRN inhibitor: inhibitors of human WRN helicase. Q14191. WRN helicase unwinding, fluorescent forked duplex, kinetic. Potency, µM (highest dose often 114 µM), for inactives: at the top dose activity change, negative = inhibition, hits mostly inhibitors. 360,000 compounds, 0.46% hits. AID 651768; also: potency is read from the fitted curve at half-maximal effect; % is scaled to controls: 0 for no effect and ±100 for the full control effect; nearly all actives have a fitted effect of over 55% in size
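Fluorescence dequenching readout, ex 525 nm/em 598 nm, kinetic mode: forked duplex DNA (100 nM final) with adjacent fluorophore and quencher unwound by WRN (20 nM final) with 2 mM ATP. Compound preincubation 15 min, room temperature.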
Starred values were filed as active, the others as inactive; ? = inconclusive; . = not tested or not shown; [ ] = remark or other dose. Unless noted, calls follow the shape of the dose curve; as a rule, active = well fitted curve in the direction sought with a large enough effect; inconclusive = small, poorly fitted or top-dose-only effect, or another doubt; inactive = no such curve, though single readings can be large; an effect the other way counts as inactive or inconclusive. This is a subset (hit frequency here may not be typical).

SMILES	EPAC1 agonist	CCT modulator	IL-2 act	PI5P4K alpha inh	PLK1 PBD block	EPAC2 ag	EPAC1 antag	WRN inhibitor
Cc1ccc2c(c1)C(c1ccccc1)N(C(=O)CC(C)C)CC(=O)N2 (stereo not given)	0%	6.1	-0.7	4	-6%	-1%	-6%	-2%
CCOC(=O)Nc1ccc(S(=O)(=O)N2CCOCC2)cc1	-2%	1.9	-2.5	0	2%	2%	19%	9%
Cc1cc(C)c2c(c1)/C(=N/NC(=S)Nc1ccc(F)cc1)CCC2	7%	-0.2	-3.3	1	-4%	1%	-10%	-6%
COc1ccc(Cc2nnc(SCc3nc4ccccc4c(=O)[nH]3)o2)cc1	2%	-1.4	-2.2	.	-2%	9%	7%	-3%
O=c1[nH]c(=O)n(C2OC(CO)C(O)C2O)cc1N1CCOCC1 (stereo not given)	9%	-0.2	0.0	-1	-7%	-1%	-7%	-27%
COc1ccc(CC(=O)N(CCC2=CCCCC2)c2c(N)n(Cc3ccccc3)c(=O)[nH]c2=O)cc1	-11%	0.2	-0.6	-10	-13%	-7%	0%	11%
N[C@@H](Cc1ccccc1)C(=O)N1CCC(C(=O)N[C@@H](CCC(=O)O)C(=O)O)CC1	4%	-0.3	-0.7	-3	-8%	2%	-27%	0%
CCOC(=O)c1c(C=O)c(C)n(Cc2ccc(Cl)cc2)c1C	28%	-4.2	-0.5	.	-2%	6%	-14%	0%
Nn1c(SCc2cccc(F)c2)nnc1-c1cccnc1	5%	-0.3	-0.9	0	1%	0%	9%	-5%
COC(=O)[C@@H]1C[C@@]2(O)[C@H](O)[C@H](O)[C@H](O)C[C@H]2N1Cc1ccc(C(C)(C)C)cc1	-3%	-3.5	0.6	-2	-1%	7%	2%	4%
CCOC1(C)OCC(=O)[C@]2(CCC3C4CCC5=CC(=O)C=CC5(C)C4C(=O)CC32C)O1 (stereo not given in full)	7%	-0.9	-5.0	2	-2%	-2%	-9%	-3%
O=C(c1cc(-c2ccncc2)nc2ccccc12)N1CCN(c2ccc(N3CCOCC3)nn2)CC1	4%	2.6	-4.4	.	0%	6%	18%	-7%
COCCN1Cc2cccc(C(=O)Nc3ccc(C)c(C)c3)c2C1=O	-6%	-1.9	-0.6	-6	-1%	-13%	-9%	-11%
CCCCCNC(=O)Cc1cc(=O)[nH]c(=O)[nH]1	-2%	-3.2	2.8	9	0%	3%	-8%	0%
O=C(CSc1nnc(Cc2ccccc2)o1)NC1CC2CCC1C2 (stereo not given)	4%	0.0	0.1	-7	-8%	6%	-4%	2%
CCOC(=O)C1=C(C)N(C)C(=O)NC1c1ccc2c(c1)OCO2 (stereo not given)	6%	-1.0	-0.4	-3	0%	6%	-9%	9%
Cc1cc(C(=O)CSc2ncccn2)c(C)n1-c1cccc(F)c1	7%	-3.6	0.7	1	-7%	-3%	-3%	3%
O=C(Nc1ncccc1O)c1c(O)c2ccccc2[nH]c1=O	8%	-0.6	0.0	6	2%	?	0%	-24%[11.6 µM]
N=c1c2c(-c3ccccc3)c(-c3ccccc3)n(Cc3ccco3)c2ncn1CCCO	1%	0.6	-2.4	2	16%	13%	-15%	14%
COc1ccc(Br)cc1[C@H]1[C@H]2C=CC[C@@H](C)[C@@H]2C(=O)N1Cc1ccccc1	4%	-0.2	-0.6	0	?	10%	-8%	-2%
COc1cccc(C(C(=O)NC2CCCC2)N(C(=O)c2csnn2)C2CC2)c1 (stereo not given)	4%	-2.6	-0.7	-11	-13%	9%	2%	16%
CCCCNC(=O)C1(C)CCCCN1C(=O)c1cc(-c2ccccc2)cs1 (stereo not given)	-15%	0.1	0.2	-8	-7%	10%	-8%	3%
COc1ccc(C2CC(c3ccc(C(F)(F)F)cc3)=NN2c2ccc(S(N)(=O)=O)cc2)cc1 (stereo not given)	-14%	-1.2	-0.9	-9	-8%	-3%	-24%	-7%
O=C(COC(=O)C1CC2CCCC(C1)C2=O)Nc1cccc(F)c1 (stereo not given)	2%	-4.0	-0.1	-3	-10%	3%	-11%	0%
O=C(NCCc1ccccc1)C(=O)NCC1OCCN1S(=O)(=O)c1cccs1 (stereo not given)	-9%	1.1	-0.6	-27	1%	-1%	4%	-13%
O=C(CS(=O)(=O)Cc1ccccc1)Nc1ccc2c(c1)OCO2	1%	-0.6	-1.0	1	-9%	3%	16%	9%
CCOC(=O)CN1Cc2cccc(C(=O)O)c2C1=O	-2%	-1.3	-0.5	7	-5%	-1%	-8%	-1%
COc1cc(NC(=S)NCCCN(C)C)c(OC)cc1NC(=O)c1ccco1	-11%	-1.4	-2.4	2	-4%	18%	-5%	6%
COc1ccccc1NS(=O)(=O)NC(=O)c1c(C)[nH]c2ccccc12	-6%	-14	-1.0	-3	5%	6%	-2%	4%
COC(=O)c1c(C)noc1-c1ccc(Cl)cc1	-3%	0.0	0.4	6	2%	5%	2%	-7%

3 compounds out of the list, ordered by count of non-hydrogen atoms, smallest number first.
SMILES	EPAC1 agonist	CCT modulator	IL-2 act	PI5P4K alpha inh	PLK1 PBD block	EPAC2 ag	EPAC1 antag	WRN inhibitor
COC(=O)c1c(C)noc1-c1ccc(Cl)cc1	-3%	0.0	0.4	6	2%	5%	2%	-7%
Cc1cc(C(=O)CSc2ncccn2)c(C)n1-c1cccc(F)c1	7%	-3.6	0.7	1	-7%	-3%	-3%	3%
COc1ccc(Br)cc1[C@H]1[C@H]2C=CC[C@@H](C)[C@@H]2C(=O)N1Cc1ccccc1	4%	-0.2	-0.6	0	?	10%	-8%	-2%

(cont.)
SMILES	EPAC1 agonist	CCT modulator	IL-2 act	PI5P4K alpha inh	PLK1 PBD block	EPAC2 ag	EPAC1 antag	WRN inhibitor
C=CCNCCCCOc1ccccc1-c1ccccc1	-3%	-1.9	-3.7	18	1%	3%	-17%	-1%
CN(C)S(=O)(=O)c1ccc(Cl)c(C(=O)Nc2ccccc2[N+](=O)[O-])c1	-2%	-0.4	0.1	5	-12%	4%	-29%	3%
CNc1ccc(-c2cccc([N+](=O)[O-])c2)cn1	-2%	-1.1	-0.5	7	-10%	3%	-18%	2%[57.1 µM]
CC(=O)Nc1ccc(N2C(=O)CC(Sc3nc(C)cc(C)n3)C2=O)cc1 (stereo not given)	0%	0.9	-0.4	18	-8%	12%	12%	6%
CCCCN(CCCC)CC(O)CN(c1cc([N+](=O)[O-])ccc1OC)S(=O)(=O)c1ccccc1 (stereo not given)	-13%	-1.9	-5.4	6	-9%	4%	-7%	-4%
COc1ccc(NC(=O)C2Cc3c(-c4cccc(C(C)=O)c4)ccnc3O2)cc1OC (stereo not given)	0%	-0.6	-0.8	-9	-3%	-1%	-10%	-1%[57.1 µM]
Cc1ccc(S(=O)(=O)N2CCN(C(=O)c3ccccc3)CC2)c(C)c1NS(C)(=O)=O	-7%	2.1	0.6	7	5%	0%	-3%	-4%
COCCn1c(Cc2ccccc2)nnc1SCC(=O)N(C)C	-2%	1.3	-1.3	.	-1%	8%	2%	4%
Cc1ccc(NS(=O)(=O)c2ccc(Cl)c(C(=O)O)c2)cc1S(=O)(=O)N1CCOCC1	2%	1.1	-0.8	1	-11%	15%	-20%	-22%
CCc1ccccc1N=Cc1c(C)c(C#N)c2[nH]c3ccccc3n2c1=O	-13%	-0.9	123*	-6	?	29%	8%	-5%
O=C(COc1ccc(Cl)cc1)NCc1nnc(SCC(=O)N2CCCCCC2)o1	-2%	1.3	0.7	-12	-7%	-7%	19%	-2%
CC(=O)c1c(C)nc(-c2ccc(OCC(=O)Nc3ccccc3)cc2)n1O	11%	0.7	1.6	-4	0%	8%	13%	-6%
CCNC(=O)CC1C(=O)N(c2ccccc2)C(=O)N1CCOC (stereo not given)	-3%	-1.8	1.4	4	-5%	10%	27%	-7%
CCC(=O)Nc1cccc(C2=NOC3(C2)C[C@@H](C(N)=O)N(C(=O)c2ccccc2C(=O)c2ccccc2)C3)c1 (stereo not given in full)	5%	-0.4	-0.4	4	-6%	7%	-7%	-7%
CCCCn1c(=N)n(CC(=O)c2ccc(Br)s2)c2ccccc21	9%	0.8	-0.6	0	-7%	6%	6%	-10%
O=C1C(O)=CC(=C(c2ccccc2)c2ccccc2)c2ccccc21	21%	0.5	-0.1	8	-8%	4%	-3%	?
COc1cc(C(=O)Nc2cc(-c3ccccc3)[nH]n2)cc(OC)c1OC	-1%	2.4	-1.0	.	-2%	-3%	8%	4%
COc1cc(C(=O)Nc2nnc(C)s2)cc(OC)c1OC	5%	-1.1	-1.1	1	-4%	2%	-7%	-9%
Cc1cc(=O)n2nc(N3CCCC(C(=O)NCc4ccco4)C3)sc2n1 (stereo not given)	4%	-1.5	1.4	4	-3%	7%	4%	-8%
CCOC(=O)CNC(=O)CSc1nc(-c2cccc(C)c2)ns1	-2%	-0.6	-0.5	-13	11µM*	12%	4%	-16%
COC(=O)c1c(N2C(=O)Nc3ccccc3N2O)sc2c1CCCC2	-1%	-2.3	-0.9	-9	-9%	1%	0%	-8%
O=C(CCCCCn1c(=O)[nH]c2ccccc2c1=O)NCCCN1CCN(c2ccccc2F)CC1	2%	-6.5	-4.3	2	-6%	5%	-10%	3%
Cc1ccc(C(=O)Nc2cc(Cl)ccc2Oc2ccccc2)cc1[N+](=O)[O-]	8%	-3.4	-0.6	10	3%	9%	25%	5%[57.1 µM]
COCCCNC(=O)/C(C#N)=C/c1c(N2CCN(c3cccc(Cl)c3)CC2)nc2c(C)cccn2c1=O	8%	-0.5	-2.8	0	-4%	5%	6%	3%
C=Cc1ccc(Cn2c(C)c(C(=O)NCc3ccc(Cl)c(Cl)c3)sc2=O)cc1	0%	-1.6	-0.7	20	-4%	5%	-6%	-2%[57.1 µM]
Cc1ccc(SCc2nc(N)nc(Nc3ccccc3C)n2)c(C)c1	5%	0.5	0.5	23	-10%	5%	-21%	-1%
Cc1ccccc1OCCn1cc(/C(N)=N/O)c2ccccc21	7%	0.2	-1.9	.	6%	2%	-1%	-9%
CCOc1ccc(C(C)NC(=O)Cc2ccccc2F)cc1OCC (stereo not given)	9%	-3.4	3.5	-3	-8%	5%	-8%	4%
O=C(CNC(=O)c1ccc(Cl)cc1)NNC(=O)c1ccc(Br)cc1	-9%	0.1	-1.9	-1	3%	-4%	6%	-14%
Cc1ccc(NC(=O)CSCc2ccco2)cc1	0%	4.2	-1.1	-2	-14%	0%	-2%	-6%
COc1cccc(CNC(=O)Cn2c(=O)oc3cc(S(=O)(=O)N4CCCCC4)ccc32)c1	16%	1.5	1.2	2	-1%	0%	-5%	-19%
